Vif-A3F inh: blocks the Vif interaction with APOBEC3F | 0.2% of 390,000 active | AID 602313 | Potency, µM (top dose mostly 46.1 µM), inactives show at the top dose activity, negative = active | HeLa A3F-eYFP + Vif (tagged APOBEC3F with the HIV-1 protein that degrades it), YFP fluorescence increase; also: potency is read from the fitted curve at half-maximal effect; % of control where 0% means no effect; nearly all actives have a fitted effect of over 65% in size
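HeLa cells stably expressing A3F-eYFP plus Vif, plated and incubated overnight at 37 deg C, then exposed to compounds overnight at 37 deg C. Blocked degradation read as raised yellow fluorescence (Ex 488/Em 500-530).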
LDHA inh: LDHA (human) enzyme inhibition | P00338 | purified LDHA, NADH/diaphorase-resazurin fluorescence; active compounds read low | activity change, % (values are at about 110 or 230 µM) | 0.15% of 480,000 active; in the data active = activity change below about -30%; inconclusive = mostly about -25% to -30%;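 also: plate controls were DMSO wells for no effect and wells without enzyme for full effect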
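Remaining NADH was detected by diaphorase (0.133 mg/mL) converting 37 µM resazurin to fluorescent resorufin, read at 0 and 20 minutes. The preceding 5-minute room-temperature reaction used 2 nM LDHA, 0.2 mM sodium pyruvate and 0.06 mM NADH at pH 7.4.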
D1 agonist: human D1 receptor agonism; P21728; HEK293 T-REx D1 cells, calcium flux, agonist mode; activation, % at 2 µM; 1% of 360,000 active; in the data active = activation above about 30%; also: 0% is about no effect
Target sequence (P21728 whole entry, looked up): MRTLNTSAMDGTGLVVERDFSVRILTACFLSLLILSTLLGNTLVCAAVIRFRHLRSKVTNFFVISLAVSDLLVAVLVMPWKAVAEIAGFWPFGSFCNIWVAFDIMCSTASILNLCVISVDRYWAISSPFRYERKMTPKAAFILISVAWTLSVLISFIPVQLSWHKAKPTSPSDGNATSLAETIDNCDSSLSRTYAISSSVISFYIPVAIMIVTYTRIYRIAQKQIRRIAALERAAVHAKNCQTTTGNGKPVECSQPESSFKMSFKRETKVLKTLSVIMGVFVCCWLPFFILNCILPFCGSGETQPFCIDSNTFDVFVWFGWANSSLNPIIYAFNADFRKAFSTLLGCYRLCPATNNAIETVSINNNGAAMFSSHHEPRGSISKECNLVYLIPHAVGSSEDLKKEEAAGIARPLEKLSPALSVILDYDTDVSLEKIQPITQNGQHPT
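Inducible HEK293 T-REx D1 cells, force-coupled to calcium signalling, were plated at 4000 cells/well with tetracycline and held overnight at 30 C. After no-wash calcium dye loading, compound-evoked calcium rise over 180 s flagged agonists.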
Vif-APOBEC3G blk: inhibitors of Vif-APOBEC3G interaction. Q9HC16. HeLa A3G-eYFP + Vif (tagged APOBEC3G with the HIV-1 protein that degrades it), YFP fluorescence, overnight. Potency, µM (doses to about 46.1 µM), for inactives: at the top dose activity, negative = active, usual class: inhibitors. 0.076% of 410,000 active. AID 602310;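 also: potency is read from the fitted curve at half-maximal effect; % is scaled to controls: 0 for no effect and ±100 for the full control effect; nearly all actives have a fitted effect of over 60% in size; hits raise eYFP signal because A3G escapes Vif-driven loss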
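HeLa cells stably expressing Vif and C-terminally eYFP-tagged A3G, seeded overnight at 37 deg C, then exposed to compound by pintool overnight at 37 deg C. Rise in yellow fluorescence (Ex 488/Em 500-530, Acumen) marks blocked Vif-driven A3G degradation.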
D1 antagonist: blocks dopamine activation of the human D1 receptor; activity change, negative = inhibition, % at 10 µM; HEK293 TREx D1 cells, calcium flux, dopamine EC80; active compounds read low; AID 504652; 3.2% of 360,000 active; in the data active = activity change below about -30%; also: % is scaled to controls: 0 for no effect and ±100 for the full control effect
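Tetracycline-induced HEK293 T-REx cells with force-coupled D1 receptor were loaded with a no-wash calcium dye. Compound was added after a 10 s baseline and read kinetically for 180 s; EC80 dopamine was then added and calcium flux followed another 180 s.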
D1 potentiator: enhances dopamine response at the human D1 receptor; P21728; HEK293 TREx D1 cells, calcium flux, dopamine EC20 potentiation; potentiation, % at 10 µM; 0.036% of 360,000 active; AID 504651; in the data active = potentiation above about 30%; also: 0% is about no effect
D2 PAM: positively modulates the human D2 dopamine receptor allosterically; HEK293 T-REx D2, calcium flux, EC20 dopamine potentiation; potentiation, % at 10 µM; 0.34% of 340,000 active;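 active = potentiation over 3 SD above the plate norm, cut at about 30% in these data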; also: 0% is about no effect
Target sequence (P14416 whole entry, looked up): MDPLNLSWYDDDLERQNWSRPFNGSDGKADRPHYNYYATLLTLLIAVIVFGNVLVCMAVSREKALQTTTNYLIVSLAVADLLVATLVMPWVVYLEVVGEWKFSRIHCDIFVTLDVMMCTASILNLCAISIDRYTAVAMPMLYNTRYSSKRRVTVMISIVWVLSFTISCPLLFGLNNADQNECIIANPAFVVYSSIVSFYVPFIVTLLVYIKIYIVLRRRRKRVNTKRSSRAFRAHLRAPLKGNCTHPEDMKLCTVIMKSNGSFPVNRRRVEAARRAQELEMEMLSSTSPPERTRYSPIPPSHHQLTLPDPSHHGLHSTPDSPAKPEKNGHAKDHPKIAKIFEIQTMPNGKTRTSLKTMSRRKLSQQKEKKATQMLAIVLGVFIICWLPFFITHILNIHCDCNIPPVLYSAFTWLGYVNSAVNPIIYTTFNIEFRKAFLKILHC
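Tetracycline-induced HEK293 T-REx cells force-coupled to calcium signalling expressed D2; compounds were pin-added after a 10 s baseline, read kinetically 180 s, then an EC20 dopamine challenge followed with a further 180 s calcium read.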
RXFP1 ag: RXFP1 (human) receptor agonism | Q9HBX9 | Potency, µM (titrated, usually from 57.5 µM), for inactives: at the top dose activation, most hits filed as activators | 0.3% of 370,000 active | HEK293T-RXFP1 cAMP TR-FRET, 30 min; response scale: percent of porcine relaxin response, buffer zero; also: potency is read from the fitted curve at half-maximal effect; % is scaled to controls: 0 for no effect and ±100 for the full control effect; nearly all actives have a fitted effect of over 60% in size; many of its hits are not listed in these tables
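HEK293T cells stably expressing RXFP1 were pretreated with the PDE4 inhibitor Ro 20174, exposed to compounds for 30 min at 37C, lysed, and cAMP was read by TR-FRET. Data normalized to buffer (basal) and 29 nM porcine relaxin (100%).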
Glioma ERSR ind: inducers of ER stress response in human glioma cells. 0.02% of 420,000 active. Potency, µM, without a hit: at the highest dose activation, actives largely listed as activators. U87-MG GRP78 promoter luciferase reporter, 16 h; also: potency is read from the fitted curve at half-maximal effect; series mostly up to about 76 µM; % of control where 0% means no effect; nearly all actives have a fitted effect of over 35% in size
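Stably transfected U87-MG human glioma cells carrying a GRP78-based luminescent sensor were seeded at 1000 cells/well, pin-dosed with compounds and incubated 16 h. Luciferase reagent was then added, and end-point luminescence was read after 10 min at room temperature.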
An asterisk follows results filed as active; ? = inconclusive; . = no result given; & = joins results of further samples. Unless noted, calls follow the shape of the dose curve; as a rule, active = well fitted curve in the direction sought with a large enough effect; inconclusive = small, poorly fitted or top-dose-only effect, or another doubt; inactive = no such curve, though single readings can be large; an effect the other way counts as inactive or inconclusive. Only part of the results is shown; the hit share may differ from the screen's.

1) c1ccc(CSc2nnc3c(n2)OC(c2ccco2)Nc2ccccc2-3)cc1 (stereo not drawn)
2) COc1ccc(C(CC(=O)O)NC(=O)COc2ccccc2OC)cc1OC (stereo not drawn)
3) Cc1ccc2sc(N(Cc3cccnc3)C(=O)CCS(=O)(=O)c3ccccc3)nc2c1C
4) CCOC(=O)C1CCN(C(=S)NC2CC3C=CC2C3)CC1 (stereo not drawn)
5) CN(C)c1ccc(/C=C/c2ccc3ccccc3[n+]2C)cc1
6) COc1ccc(CCNC(=O)CNC(=O)Cn2cnc3sc(C)c(C)c3c2=O)cc1OC
7) N#Cc1ccc(S(=O)(=O)N2CCC(C(=O)Nc3cccc(C(=O)NC4CC4)c3)CC2)cc1
8) CCCCc1ccc(Nc2nc(CCC)cc(=O)[nH]2)cc1
Screen / compound no.	1	2	3	4	5	6	7	8
Vif-A3F inh	-4%	0%	2%	10%	1%	4%	0%	1%
LDHA inh	5	-8	0&-1	-10	8&-4	0	-1	5
D1 agonist	2	3	31*	10	2	-2	1	1
Vif-APOBEC3G blk	-1%	1%	-6%	-1%	-8%&6%	-6%	-2%	2%
D1 antagonist	-7	1	.	1	9	-1	11	2
D1 potentiator	-3	1	-2	-2	1	15	-3	0
D2 PAM	3	-2	2	-1	8	7	-8	-1
RXFP1 ag	4.1%	1.1%	-0.9%	0.8%	3.4%	11%	0.6%	1.1%
Glioma ERSR ind	1%	-3%	-4%	-4%	-7%&-9%	-1%	-1%	-1%

9) COc1ccc(NS(=O)(=O)c2ccc(O)c(C(=O)OCC(=O)N3CC(C)OC(C)C3)c2)cc1 (stereo not drawn)
10) CCc1nn(CC(=O)NCCN(CC)CC)c(=O)c2cc3occc3n12
11) COc1ccc(OC)c(S(=O)(=O)n2nnc3ccccc32)c1
12) COc1ccc(CCNC(=O)CCCCn2c(=O)c3ccccc3n(Cc3ccc(Cl)cc3)c2=O)cc1OC
13) COc1ccccc1N(C)S(=O)(=O)c1ccc(C)c(C(=O)NC(C)c2ccccn2)c1 (stereo not drawn)
14) O=C(CC1C[C@H](C(=O)N2CCCCC2)[C@@]2(CCc3ccccc3)c3[nH]c4ccccc4c3CCN2C1=O)NCCc1ccccn1 (stereo partly drawn)
15) Cc1cccc(NC(=O)CN(C)S(=O)(=O)c2cccs2)c1
16) COc1ccc(CCNC(=O)CCCOc2cc(=O)n(C)c3ccccc23)cc1OC
Screen / compound no.	9	10	11	12	13	14	15	16
Vif-A3F inh	4%	1%	-1%	2%	1%	-15%	-9%	-9%
LDHA inh	-9	-8	-5	-12	2	-1	-12	-5
D1 agonist	3	3	2	1	1	.	-1	-1
Vif-APOBEC3G blk	0%	4%	-9%	0%	0%	1%	0%	0%
D1 antagonist	-10	-4	-7	-53*	-2	.	-1	2
D1 potentiator	6	0	-3	0	-1	.	-2	3
D2 PAM	.	.	-6	11	-3	.	-1	.
RXFP1 ag	2.0%	2.6%	-0.1%	5.7%	-1.9%	.	2.1%	0.4%
Glioma ERSR ind	-2%	-1%	-4%	0%	2%	0%	1%	2%

17) NNc1nc(-c2ccccc2Cl)c2cc(Br)ccc2n1
18) COC(=O)c1ccc(OCC(=O)c2ccccc2)cc1
19) C[C@H](NC(=O)c1nc[nH]c1C(=O)NCCCCCN)C(=O)OCc1ccccc1
20) CN1C(=O)C(=O)N(c2cccc(C(F)(F)F)c2)C1=O
21) CN(c1ccc(C(=O)NCc2ccc3c(c2)OCO3)cc1)S(=O)(=O)c1ccccc1
22) COC(=O)c1ccc(NCN2C(=O)C3C4CCC(C4)C3C2=O)cc1 (stereo not drawn)
23) Cc1ccc(S(=O)(=O)Nc2c(C)cc([N+](=O)[O-])cc2C)cc1
24) CCOC(=O)c1ccc(NC(=O)NCc2ccn(CC)n2)cc1
Screen / compound no.	17	18	19	20	21	22	23	24
Vif-A3F inh	4%	-8%	1%	-4%	3%	1%	1%	-3%
LDHA inh	-16	-1	1	-4	-7	1	-10	-1
D1 agonist	5	2	-1	.	6	3	.	1
Vif-APOBEC3G blk	2%	0%	0%	6%	-7%	-2%	-6%	0%
D1 antagonist	9	-6	1	.	-17	6	.	5
D1 potentiator	3	-4	-2	.	-3	-5	.	1
D2 PAM	13	-4	14	.	0	-1	.	23
RXFP1 ag	-0.1%	-0.3%	-0.7%	.	1.3%	2.6%	.	-3.3%
Glioma ERSR ind	5%	-7%	-2%	2%	-1%	-5%	-2%	6%

25) O=C(OCC1O[C@@H](OC(=O)c2cc(O)c(O)c(O)c2)[C@@H](OC(=O)c2cc(O)c(O)c(O)c2)[C@@H](OC(=O)c2cc(O)c(O)c(O)c2)[C@@H]1OC(=O)c1cc(O)c(O)c(O)c1)c1cc(O)c(O)c(O)c1 (stereo partly drawn)
26) Cc1ccc(CN(c2ccc(C(=O)NCc3ccc4c(c3)OCO4)cc2)S(C)(=O)=O)cc1
27) CN(Cc1ccccc1)C(=O)CCC1CCN(C(=O)CCC(F)(F)F)CC1
28) Cc1sc2nc(SCC(N)=O)n(-c3ccccc3)c(=O)c2c1C
29) COc1ccc(-c2csc3ncnc(Nc4ccc(OC)c(OC)c4)c23)cc1
30) COc1ccc2cc(C(=O)C3CCCN(C(=O)c4cc5nc(C)cc(C)n5n4)C3)ccc2c1 (stereo not drawn)
31) O=C(Nc1ccc2nc(-c3ccco3)c(-c3ccco3)nc2c1)N1CCN(c2ccccn2)CC1
32) O=C(CSc1n[nH]c(=O)n1CCc1ccccc1)NC1CCCC1
Screen / compound no.	25	26	27	28	29	30	31	32
Vif-A3F inh	.	-4%	-1%	12%	-1%	?	-9%	-1%
LDHA inh	.	-1	-4	0	-10	-4	24	-2
D1 agonist	2	13	2	0	4	0	2	.
Vif-APOBEC3G blk	.	0%	3%	-3%	0%	-5%	3%	1%
D1 antagonist	12	13	-3	17	7	13	11	.
D1 potentiator	-6	-7	3	-7	2	-2	-4	.
D2 PAM	4	-17	0	22	5	2	.	.
RXFP1 ag	-0.4%	-2.6%	-1.0%	0.1%	-0.2%	9.0%	1.7%	.
Glioma ERSR ind	.	-4%	0%	0%	-2%	-2%	-5%	-3%

Record cards, from the list above.
`Cc1ccc(S(=O)(=O)Nc2c(C)cc([N+](=O)[O-])cc2C)cc1` is listed with Vif-A3F inh = 1%; LDHA inh = -10; D1 agonist = .; Vif-APOBEC3G blk = -6%; D1 antagonist = .; D1 potentiator = .; D2 PAM = .; RXFP1 ag = .; Glioma ERSR ind = -2%
`C[C@H](NC(=O)c1nc[nH]c1C(=O)NCCCCCN)C(=O)OCc1ccccc1` is listed with Vif-A3F inh = 1%; LDHA inh = 1; D1 agonist = -1; Vif-APOBEC3G blk = 0%; D1 antagonist = 1; D1 potentiator = -2; D2 PAM = 14; RXFP1 ag = -0.7%; Glioma ERSR ind = -2%

(further entries)
33) COc1ccc(CNC(=O)CN2c3ccccc3S(=O)(=O)c3ccccc32)cc1
34) Cc1nc(NN)nc(NCc2ccccc2)n1
35) COc1cccc(C(C)NC(=S)NCc2ccc(F)cc2)c1 (stereo not drawn)
36) Cc1cc(C)cc(Nc2nc3c(S(=O)(=O)c4cccc(Cl)c4)nnn3c3ccsc23)c1
37) COC(=O)[C@@]12CCCN1[C@H](c1ccc(-c3ccc(OC)cc3)c(OC)c1)[C@H]1C(=O)N(C)C(=O)[C@H]12
38) COc1ccc2nc(C)cc(N3CCN(c4ccccc4)CC3)c2c1
39) CN1CCC(=NNc2ccc(S(=O)(=O)N3CCOCC3)cc2[N+](=O)[O-])CC1
40) CC1CC1C(=O)OCC(=O)NNC(=O)c1ccc([N+](=O)[O-])cc1 (stereo not drawn)
Screen / compound no.	33	34	35	36	37	38	39	40
Vif-A3F inh	0%	0%	0%	-6%	-10%	17%	-11%	-18%
LDHA inh	2	1	2	6	0	-6	-3	1
D1 agonist	2	3	16	1	0	2	-2	2
Vif-APOBEC3G blk	1%	-3%	4%	-2%	2%	0%	-1%	0%
D1 antagonist	-24	-23	-3	4	1	2	2	-1
D1 potentiator	-8	-1	-1	-6	-1	-4	-6	-1
D2 PAM	-5	-6	-4	5	2	-12	0	-8
RXFP1 ag	7.0%	2.4%	-0.7%	?	1.0%	2.5%	-0.9%	-2.3%
Glioma ERSR ind	-3%	-7%	-6%	4%	-2%	-6%	-6%	-3%

41) Cc1c(C(c2ccccc2O)c2c(C)n(C)n(-c3ccccc3)c2=O)c(=O)n(-c2ccccc2)n1C
42) O=C(O)c1ccc(S(=O)(=O)N2CCC(Cc3ccccc3)CC2)cc1
43) Cc1nnc(Nc2ccc(Cl)c(C(F)(F)F)c2)[nH]c1=O
44) CCN(CC(=O)Nc1ccc2c(c1)OCCO2)C(=O)/C=C/c1cccc(Br)c1
45) O=C(Cn1cc(C(=O)C2CCCCC2)c2ccccc21)NCC1CCCO1 (stereo not drawn)
Screen / compound no.	41	42	43	44	45
Vif-A3F inh	-2%	5%	9%	3%	6%
LDHA inh	4	-5	-17	-3	-9
D1 agonist	0	1	-2	1	10
Vif-APOBEC3G blk	0%	1%	1%	0%	2%
D1 antagonist	-5	-6	3	-14	-1
D1 potentiator	-1	3	0	-5	-10
D2 PAM	-6	-2	.	-7	2
RXFP1 ag	-2.1%	0.8%	0.6%	-1.6%	0.2%
Glioma ERSR ind	-3%	-4%	-3%	2%	0%

Source: PubChem BioAssay
